FUS suppressor – FUS proteinopathy suppression in yeast | hit rate 0.24% among 390,000 | S. cerevisiae FUS-expressing, growth rescue, OD600, 24 h | AID 1347120 | Potency, µM (series often up to 76.6 µM), inactives show at the highest dose growth rescue (activation), usual class: activators;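 note: potency is the fitted concentration of half-maximal effect; plate controls were DMSO vehicle for no effect and reference control for full effect; nearly all actives have a fitted effect of over 55% in size; some results filed as inactive show a strong effect at the top dose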
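Restored growth of FUS-toxic S. cerevisiae, read as 600 nm absorbance after 24 h at 30C in galactose medium (starting OD 0.005). Controls CP55940 and DMSO.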
DRD3 antagonist – D3 dopamine receptor (human) antagonism | hit rate 2.5% among 360,000 | AID 652054 | D3R cells, DiscoveRx beta-arrestin luminescence, antagonist mode; active compounds read low | max response, negative = inhibition, %; in the data active = max response below about -50%; inconclusive = no clear call, values can overlap the other calls; note: % is set by controls: 0 for no effect and ±100 for the full control effect; mostly tested at two doses, the higher about 12 µM
Target sequence (P35462 whole entry, looked up): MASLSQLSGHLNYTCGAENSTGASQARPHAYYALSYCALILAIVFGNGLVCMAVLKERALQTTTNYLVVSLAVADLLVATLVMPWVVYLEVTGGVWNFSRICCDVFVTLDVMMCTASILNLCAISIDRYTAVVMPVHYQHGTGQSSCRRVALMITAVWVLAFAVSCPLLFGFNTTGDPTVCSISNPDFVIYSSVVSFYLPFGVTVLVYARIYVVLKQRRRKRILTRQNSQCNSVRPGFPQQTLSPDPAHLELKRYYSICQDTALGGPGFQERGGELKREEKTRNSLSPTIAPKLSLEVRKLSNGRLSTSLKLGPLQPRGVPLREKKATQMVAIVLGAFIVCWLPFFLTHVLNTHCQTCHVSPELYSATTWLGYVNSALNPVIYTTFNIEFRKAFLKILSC
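Cells plated overnight at 1500 cells/well, then exposed to library compounds with dopamine controls for 90 minutes at 37 degrees C. DiscoveRx reagent added for 30–60 minutes at room temperature; luminescence read, quantitative HTS format.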
TDP43 rescue – rescues yeast growth from TDP-43 toxicity | TDP-43 expressing yeast growth rescue, BacTiter-Glo, 24 h | hit rate 1.8% among 410,000 | Potency, µM (series often up to 46.1 µM), for inactives: top-dose growth rescue (activation), usual class: activators; note: potency is the fitted concentration of half-maximal effect; % of control where 0% means no effect; nearly all actives have a fitted effect of over 50% in size
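Yeast cells expressing TDP-43 under galactose induction are exposed to compounds for 24 hr at 30 deg C. BacTiter-Glo luminescence measures growth, so protective compounds score as activators.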
EPAC2 agonist – agonists of human EPAC2 (RAPGEF4); EPAC2 activation, biochemical qHTS; response scale: 100% = 6.5 mM cAMP response; Potency, µM (series often up to 154 µM), inactives show at the top dose activation, usual class: activators; hit rate 0.079% among 360,000; Q8WZA2; note: potency is the fitted concentration of half-maximal effect; nearly all actives have a fitted effect of over 50% in size
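EPAC2 (100 nM) mixed with Rap1B loaded with BODIPY-GDP (250 nM) plus 50 uM unlabeled GDP; compounds pinned in, 5 min RT, then read every 5 min for 30 min (ex 480, em 540 nm). Normalized to cAMP control.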
EPAC2 antagonist – EPAC2 (human) antagonism. EPAC2 GEF exchange of Rap1B-BODIPY-GDP, fluorescence. Potency, µM (doses to about 114 µM), for the others: at the highest dose activity, negative = inhibition, most hits filed as inhibitors. hit rate 0.18% among 360,000; note: potency is the fitted concentration of half-maximal effect; % is set by controls: 0 for no effect and ±100 for the full control effect; nearly all actives have a fitted effect of over 45% in size; many of its hits are not listed in these tables
aSyn rescue – inhibitors of alpha-synuclein toxicity in yeast. Yeast expressing alpha-synuclein, growth rescue, BacTiter-Glo, 24 h. Potency, µM (titrated, usually from 46.1 µM), inactives show at the top dose growth rescue (activation), usual class: activators. hit rate 0.14% among 370,000; note: potency is the fitted concentration of half-maximal effect; % of control where 0% means no effect; nearly all actives have a fitted effect of over 65% in size
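Galactose-induced alpha-syn yeast (OD600=0.02, raffinose-pregrown) + pinned cpd, 24 hr, 30 deg C; growth by BacTiter-Glo luminescence. Growth restoration scores as activation.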
Abeta rescue – compounds reversing amyloid beta toxicity in yeast; yeast expressing A-beta42, growth rescue, OD600, 48 h; response scale: 0% DMSO, 100% iron-clioquinol control; Potency, µM (top dose mostly 46.1 µM), for the others: at the highest dose growth rescue, actives largely listed as activators; hit rate 0.063% among 410,000; note: potency is the fitted concentration of half-maximal effect; nearly all actives have a fitted effect of over 55% in size
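Yeast growth medium received pinned compounds, then yeast cells expressing toxic A-beta were added; plates incubated at 30 C for 48 hr. Growth read as absorbance at 600 nm, normalized to DMSO and equimolar FeCl3 plus clioquinol controls.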
DRD3 agonist – activates the human D3 dopamine receptor | P35462 | D3R DiscoveRx beta-arrestin cells, luminescence, 90 min | max activation, % | hit rate 0.58% among 410,000 | AID 652048; in the data active = max activation above about 30%; note: 0% is about no effect; mostly tested at two doses, the higher about 12 µM
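Cells at 1500/well, incubated overnight, then treated with pinned compounds (dopamine as control) for 90 min at 37 degrees C. DiscoveRx reagent added for 30 - 60 minutes at room temperature; luminescence read.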
Starred values were filed as active, the others as inactive; ? = inconclusive; . = not tested or not shown; [ ] = another dose, or the depositor's remark. Unless noted, calls come from the whole dose curve; as a rule, active = well fitted curve in the direction sought with a large enough effect; inconclusive = small, poorly fitted or top-dose-only effect, or another doubt; inactive = no such curve, though single readings can be large; an effect the other way counts as inactive or inconclusive. An excerpt; count on the stated rates, not on these rows.

Below each compound: Abeta rescue	DRD3 antagonist	FUS suppressor	TDP43 rescue	EPAC2 agonist	aSyn rescue	DRD3 agonist	EPAC2 antagonist
- CCC1CCCCN1S(=O)(=O)c1cc2c(cc1C)NC(=O)CO2 (stereo unspecified)
→ 5%	.	-28%	19%[9.22 µM]	.	.	-13	.
- Cc1c(NS(=O)(=O)c2ccc(C(=O)NCc3ccccc3)cc2)c(=O)n(-c2ccccc2)n1C
→ 4%	17	-3%	-10%	-8%	2%	-7	0%
- O=C(CSc1c2c(nc3ccc(Cl)cc13)CCCC2)NCc1ccccc1Cl
→ -2%	.	7%	5%	.	.	-12	.
- COc1ccccc1CNC(=O)CCn1c(=O)c2ccccc2n(CC(=O)Nc2cc(Cl)ccc2C)c1=O
→ -1%	.	-3%	0%	.	.	-14	.
- CCOC(=O)c1c(NC(=O)CSc2cn(CCNC(=O)c3ccccc3OC)c3ccccc23)sc2c1CCC2
→ -10%	.	30%	1%	.	.	-2	.
- O=C(CCCCCN1C(=O)c2ccccc2C1=O)Nc1ccc(F)cc1
→ 2%	-9	12%	-15%	6%	5%	1	4%
- O=C(CNC(=O)c1cccc(Br)c1)N/N=C/c1cn[nH]c1-c1ccccc1
→ -18%	8	36%	0%	12%	-23%	4	18%
- Cc1ccc(N(CC(=O)NCCc2ccc(Cl)cc2)S(=O)(=O)N(C)C)cc1
→ 0%	.	21%	8%	.	.	10	.
- Cc1ccc(SCC(=O)OCC(=O)NCc2ccco2)cc1
→ -13%	0	.	-1%	6%	8%	-4	-3%
- CC(C)CN1C(=O)/C(=C/c2cccs2)NC1=S
→ 23%	-11	18%	25µM*	5%	-23%	0	2%
- COc1ccc(NC(=O)CSc2c3c(nc4ccccc24)CCC3)cc1Cl
→ -20%	.	15%	0%	.	.	1	.
- O=S(=O)(c1ccc(F)cc1)N1CCN(S(=O)(=O)c2cccs2)CC1
→ 8%	-14	-3%	17%	8%	0%	-1	-1%
- CC1=C([N+](=O)[O-])C(c2cccc(Br)c2)C2=C(N1)c1ccccc1C2=O (stereo unspecified)
→ -16%	-94*	?	?	18%	-14%	2	10%
- COc1ccc(-c2ccc(SCC(=O)Nc3cc(C)on3)nn2)cc1OC
→ 16%	386	-5%	10%	12%	0%	30	-1%
- CCCNC(=O)C1CCN(c2cc(-c3ccccc3)nc3ncnn23)CC1
→ 8%	7	1%	3%	-1%	-5%	2	0%
- CC(=O)N1c2ccc(S(=O)(=O)N3CCC(C(=O)Nc4cccc(C(F)(F)F)c4)CC3)cc2CC1C (stereo unspecified)
→ 12%	-3	?	-19%	2%	0%	-6	-1%
- O=C(COC(=O)c1ccc(CO)cc1)Nc1ccc2ccccc2c1
→ 9%	0	-2%	5%	4%	-1%[1.84 µM]	-4	1%
- COc1ccc(OC)c(/C=C2\Oc3cc(OCC(=O)N4CC(O)C[C@H]4C(=O)O)ccc3C2=O)c1 (stereo partly specified)
→ -15%	-24	9%	5%	4%	0%	13	3%
- COc1ccc(-c2cc(-c3ccc(OC)cc3)[nH]n2)cc1
→ 17%	30	25%	?	13%	-13%	-1	-10%
- O=C(NCc1ccco1)Nc1ccc2nsnc2c1
→ 4%	-59*	-2%	0%	7%	-1%	0	-3%
- COc1cc(NC(=O)C2C3C=CC(C3)C2C(=O)O)c(OC)cc1Cl (stereo unspecified)
→ 15%	-86*	-23%	-7%	1%	3%	4	-6%
- CC(C)N1CCN(Cc2nc(-c3ccccc3)cs2)CC1CCO (stereo unspecified)
→ 2%	-9	-5%	-10%[0.397 µM]	5%	-6%	-2	-10%
- O=C(COC(=O)c1cnccn1)Nc1cc(S(=O)(=O)N2CCOCC2)ccc1Cl
→ 13%	-4	.	17%	7%	1%	3	0%
- Cc1ccc(NC(=O)C(=O)NCC2OCCc3ccccc32)cc1 (stereo unspecified)
→ 6%	18	11%	20%	-5%	3%	7	-12%
- CC(=O)N1CCC(N(CCN2CCOCC2)C(=S)Nc2c(C)cccc2C)CC1
→ 15%	19	.	7%	5%	5%	5	6%
- CN=c1scc(-c2c[nH]c3ccccc23)n1C
→ 14%	-10	-17%	-2%	0%	3%	3	-7%
- C=C(c1ccccc1)c1ccc(N(C)C)cc1
→ -7%	3	37%	-17%	8%	0%	-15	-18%
- Cc1ccc(S(=O)(=O)N2CCOCC2)cc1NC(=O)COC(=O)c1ccc2c(c1)OCCO2
→ -4%	5	20%	.	2%	0%	3	4%
- O=C(O)C(NS(=O)(=O)c1ccc(F)cc1)c1ccccc1 (stereo unspecified)
→ -4%	3	1%	-17%	1%	-1%	-4	9%
- CC(=O)N1CCN(c2ccc(NC(=O)c3ccc([N+](=O)[O-])cc3Cl)cc2)CC1
→ -2%	-5	26%	-7%	2%	2%	0	-1%
- CN1CCN(c2cc(=O)n(Cc3ccc(F)cc3)c(=O)[nH]2)CC1
→ 6%	-14	-28%	2%	0%	0%	0	6%
- CCOC(=O)C1=C(C)N=c2s/c(=C/c3ccccc3)c(=O)n2C1c1ccc(OC)c(OC)c1 (stereo unspecified)
→ 4%	-18	-25%	-1%	-28%	-10%	5	-3%
- O=C(CC(O)(c1ccccc1)C(F)(F)C(F)F)c1cccs1 (stereo unspecified)
→ 29%	-11	23%	22%	6%	2%	1	-1%
- Cc1cccc(-n2ncc3c(NCc4cccnc4)ncnc32)c1
→ 1%	1	-6%	0%	11%	2%	1	-2%
- Cc1ccc(N=C2SCCCN2C(=O)c2cccc(N3C(=O)CCC3=O)c2)cc1Cl
→ -3%	-5	-11%	?	0%	6%	7	1%
- O=C(NCc1cccnc1)c1cc(C2CCCCN2C(=O)c2ccc3c(c2)CCO3)on1 (stereo unspecified)
→ -22%	?	-6%	-8%	15%	0%	-2	0%
- O=C(NCc1cccc(Cl)c1)c1ccc2c(Cl)c3c(nc2c1)CCCC3
→ 13%	.	-26%	11µM*	.	.	-6	.
- N#C/C(=C\c1ccc(Oc2ccc(C(F)(F)F)cc2[N+](=O)[O-])cc1)c1nc2ccccc2[nH]1
→ -16%	-11	28%	-16%	0%	-7%	-11	6%
- Cc1ccc(C)c(S(=O)(=O)c2cn(Cc3ccccc3)c3cc(N4CCCC4)c(F)cc3c2=O)c1
→ -8%	.	12%	-2%	.	.	-25	.
- COc1ccc(-n2nc3cc(C)c(NC(=O)c4cccnc4)cc3n2)cc1
→ -2%	12	-4%	-1%	5%	-2%	-1	-2%
- NC(=O)c1ccc(NC(=O)COC(=O)c2ccc(Cl)nc2)cc1
→ -1%	3	7%	21%	8%	-4%[1.84 µM]	5	0%
- Cc1cc(C(=O)NNC(=O)Nc2ccc(Cl)cc2)no1
→ -2%	4	-13%	4%	5%	-5%	-4	2%
- C[C@]1(C2CCCC2)Cc2cc(OCC(=O)O)c(Cl)c(Cl)c2C1=O
→ -1%	19	-24%	8%	2%	4%	0	-22%
- CC1(C)Cc2c(c(N3CCOCC3)nc3sc(C(=O)Nc4ccccc4)c(N)c23)CO1
→ 14%	20	6%	0%	1%	-1%	-1	-7%
- COc1ccc(C(C(=O)NC(C)(C)C)N(Cc2ccccc2)C(=O)CCC(=O)Nc2cc(C)on2)cc1 (stereo unspecified)
→ -5%	-3	25%	5%	1%	-7%	2	1%
- COc1ccc(S(=O)(=O)N(C)C[C@H]2Oc3c(NC(=O)Nc4ccc5c(c4)OCO5)cccc3C(=O)N([C@H](C)CO)C[C@@H]2C)cc1
→ -5%	-10	25µM*	7%	9%	-10%	-1	-11%
- CC(C)OC(=O)C1C(=O)CC(C)(O)C(C(=O)OC(C)C)C1c1ccc([N+](=O)[O-])cc1 (stereo unspecified)
→ 23%	14	29%	9%	-15%	5%	-1	-7%
- COc1cc2cc(C(=O)O)n(C)c2c(OC)c1OC
→ -39%	-2	.	?	2%	5%	-3	9%
- S=C1NCCOCCOCCOCCNC(=S)NCCOCCOCCOCCN1
→ -11%	5	3%	7%	3%	1%	1	5%
- CC(CCc1ccccc1)NC(=O)CCC(=O)N1CCC(C(=O)O)CC1 (stereo unspecified)
→ -8%	-3	-9%	9%	7%	-18%	1	1%
- COc1cc2c(OC)cccc2cc1C(=O)O
→ -28%	-16	39%	?	10%	-13%	-2	-4%
- CC1CCN(Cc2cc(=O)oc3ccc(C(C)C)cc23)CC1
→ 10%	-28	-22%	6%	12%	-9%	-13	-14%
- CCOC(=O)c1c(C)[nH]c(C(=O)CN2C(=O)NC(C)(c3ccc(C)cc3)C2=O)c1C (stereo unspecified)
→ 0%	2	16%	1%	6%	5%	5	-10%

Of the compounds above, these have fluorine.
Below each compound: Abeta rescue	DRD3 antagonist	FUS suppressor	TDP43 rescue	EPAC2 agonist	aSyn rescue	DRD3 agonist	EPAC2 antagonist
- O=C(CCCCCN1C(=O)c2ccccc2C1=O)Nc1ccc(F)cc1
→ 2%	-9	12%	-15%	6%	5%	1	4%
- O=S(=O)(c1ccc(F)cc1)N1CCN(S(=O)(=O)c2cccs2)CC1
→ 8%	-14	-3%	17%	8%	0%	-1	-1%
- CC(=O)N1c2ccc(S(=O)(=O)N3CCC(C(=O)Nc4cccc(C(F)(F)F)c4)CC3)cc2CC1C (stereo unspecified)
→ 12%	-3	?	-19%	2%	0%	-6	-1%
- O=C(O)C(NS(=O)(=O)c1ccc(F)cc1)c1ccccc1 (stereo unspecified)
→ -4%	3	1%	-17%	1%	-1%	-4	9%
- CN1CCN(c2cc(=O)n(Cc3ccc(F)cc3)c(=O)[nH]2)CC1
→ 6%	-14	-28%	2%	0%	0%	0	6%
- O=C(CC(O)(c1ccccc1)C(F)(F)C(F)F)c1cccs1 (stereo unspecified)
→ 29%	-11	23%	22%	6%	2%	1	-1%
- N#C/C(=C\c1ccc(Oc2ccc(C(F)(F)F)cc2[N+](=O)[O-])cc1)c1nc2ccccc2[nH]1
→ -16%	-11	28%	-16%	0%	-7%	-11	6%
- Cc1ccc(C)c(S(=O)(=O)c2cn(Cc3ccccc3)c3cc(N4CCCC4)c(F)cc3c2=O)c1
→ -8%	.	12%	-2%	.	.	-25	.
